High-throughput results deposited in PubChem BioAssay by The Scripps Research Institute Molecular Screening Center.
Ecoli viability: E. coli V3065 growth inhibition, primary screen, counter-screen for AddAB inhibitor project, absorbance, OD600; 330,000 compounds, 0.27% hits; AID 449728, 2010; inhibition, % at 11.9 µM; 18 h;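 active = inhibition above the campaign's mean inhibition across all tested compounds plus 3 SD, cut at about 9.9% in these data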;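 also: uninfected addAB+ strain grown without phage in ampicillin broth; 0% = DMSO wells and 100% = ciprofloxacin 0.95 µg/ml wells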
AddAB inh: growth inhibition of E. coli expressing H. pylori AddAB, primary screen, AddAB inhibitor project, absorbance. inhibition, % at 11.9 µM. AID 435030, 2010. 330,000 compounds, 0.29% hits; in the data active = inhibition above about 12%;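 also: 0% = vehicle wells of infected cells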
* marks the source's active call; other numbers are inactive results. Not all compounds are listed (hit frequency here may not be typical).

CC(=O)OC[C@]12CC[C@H]3[C@@](C)(CC[C@H]4C(C)(C)CCC[C@]34C)[C@@H]1C[C@@H](C1=CC(=O)O[C@@H]1OC(C)=O)O2 was read as Ecoli viability 1.8 and AddAB inh 0.7.
`COc1cc(C)c(Cc2cnc(N)nc2N)cc1OC` gave Ecoli viability 100.5* and AddAB inh 100.2*.
`Nc1[nH]n2c(=O)cc(-c3ccccc3)nc2c1N=Nc1ccc2c(c1)OCO2` gave Ecoli viability -1.7 and AddAB inh -1.0.
For O=C(O)c1cc(-c2ccc(O)cc2)nc2ccccc12 the results were Ecoli viability 0.6 and AddAB inh -0.1.
Cc1ccc(S(=O)(=O)N2CCSC2=Nc2ccccc2)cc1 was read as Ecoli viability 0.9 and AddAB inh -0.7.
For CCCC(=O)NC(Nc1ccccc1F)C(Cl)(Cl)Cl (stereo unspecified) the results were Ecoli viability -0.7 and AddAB inh 0.3.
For CCCN1CCC(NC23CC4CC(CC(C4)C2)C3)CC1 the results were Ecoli viability 0.0 and AddAB inh 1.7.
O=C(Nc1ccc(F)cc1)C1=CC(=O)N2CCN=C2S1 was read as Ecoli viability 1.2 and AddAB inh 2.7.
`CC(C)(C)C1CC=C2C(C#N)=C(N)C(C#N)(C#N)C(c3cccs3)C2C1` (stereo unspecified) gave Ecoli viability 0.4 and AddAB inh 4.5.
Screening c1ccc(COc2ccc(-c3sc(Nc4ccccc4)n[n+]3-c3ccccc3)cc2)cc1 returned Ecoli viability -0.3 and AddAB inh 4.3.
Screening COCCN1C(=O)N[C@@H](CCc2ccccc2)C(C(C)=O)=C1C returned Ecoli viability -3.7 and AddAB inh 0.9.
For N=C1C(c2nc3ccccc3[nH]2)=C(O)CN1NC(=O)COc1cccc(F)c1 the results were Ecoli viability -0.8 and AddAB inh 1.7.
`COCCNc1nc(-c2cc(C(=O)Nc3ccccc3)on2)cc(C(C)C)n1` gave Ecoli viability 0.3 and AddAB inh 3.7.
Screening COc1cc2c(C(=O)Nc3ccc4c(c3)OCO4)cn(CC(C)C)c(=O)c2cc1OC returned Ecoli viability -0.5 and AddAB inh 0.0.
Screening NC(=O)CC[C@@H]1NC(=O)[C@H](CO)NC(=O)c2cc([N+](=O)[O-])cc(I)c2NCC[C@@H](C(N)=O)NC(=O)[C@H](Cc2ccc(O)cc2)NC1=O returned Ecoli viability 1.0 and AddAB inh 5.2.
For Cc1cccc2cc(C#N)c(SCCN3CCCCC3)nc12 the results were Ecoli viability 0.0 and AddAB inh -0.2.
For CN(C)S(=O)(=O)c1cc(NC(=O)c2cc(=O)[nH]c3ccccc23)ccc1Cl the results were Ecoli viability -2.3 and AddAB inh -3.4.
Cc1ccc(-c2nnc(CSc3nc(C)nc4sc(C)c(C)c34)o2)cc1 was read as Ecoli viability -3.0 and AddAB inh -1.1.
Cc1ccc(-c2ccc3c(c2)S(=O)(=O)c2ccccc2C3=O)cc1 was read as Ecoli viability -1.8 and AddAB inh 2.1.
`Cc1cc(C)c2cc(C#N)c(N3CCCN(S(=O)(=O)c4ccccc4)CC3)nc2c1` gave Ecoli viability -0.1 and AddAB inh 3.2.

Eleven consecutive entries already listed, for reference:
CC(=O)OC[C@]12CC[C@H]3[C@@](C)(CC[C@H]4C(C)(C)CCC[C@]34C)[C@@H]1C[C@@H](C1=CC(=O)O[C@@H]1OC(C)=O)O2 was read as Ecoli viability 1.8 and AddAB inh 0.7.
`COc1cc(C)c(Cc2cnc(N)nc2N)cc1OC` gave Ecoli viability 100.5* and AddAB inh 100.2*.
`Nc1[nH]n2c(=O)cc(-c3ccccc3)nc2c1N=Nc1ccc2c(c1)OCO2` gave Ecoli viability -1.7 and AddAB inh -1.0.
For O=C(O)c1cc(-c2ccc(O)cc2)nc2ccccc12 the results were Ecoli viability 0.6 and AddAB inh -0.1.
Cc1ccc(S(=O)(=O)N2CCSC2=Nc2ccccc2)cc1 was read as Ecoli viability 0.9 and AddAB inh -0.7.
For CCCC(=O)NC(Nc1ccccc1F)C(Cl)(Cl)Cl (stereo unspecified) the results were Ecoli viability -0.7 and AddAB inh 0.3.
For CCCN1CCC(NC23CC4CC(CC(C4)C2)C3)CC1 the results were Ecoli viability 0.0 and AddAB inh 1.7.
O=C(Nc1ccc(F)cc1)C1=CC(=O)N2CCN=C2S1 was read as Ecoli viability 1.2 and AddAB inh 2.7.
`CC(C)(C)C1CC=C2C(C#N)=C(N)C(C#N)(C#N)C(c3cccs3)C2C1` (stereo unspecified) gave Ecoli viability 0.4 and AddAB inh 4.5.
Screening c1ccc(COc2ccc(-c3sc(Nc4ccccc4)n[n+]3-c3ccccc3)cc2)cc1 returned Ecoli viability -0.3 and AddAB inh 4.3.
Screening COCCN1C(=O)N[C@@H](CCc2ccccc2)C(C(C)=O)=C1C returned Ecoli viability -3.7 and AddAB inh 0.9.

Further entries:
For OCc1cccnc1 the results were Ecoli viability 0.9 and AddAB inh -0.2.
`CCC1SC2=NCN(c3ccccc3)CN2C1=O` (stereo unspecified) gave Ecoli viability 0.6 and AddAB inh 0.6.
`COc1ccc(N2CCN(C(=O)c3ccc4c(c3)NC(=O)C(CSCc3ccc(C)cc3)N4)CC2)cc1` (stereo unspecified) gave Ecoli viability -1.3 and AddAB inh 0.6.
`COc1ccccc1Nc1nc(-c2sc(NC(=O)c3ccc([N+](=O)[O-])cc3)nc2C)cs1` gave Ecoli viability -0.2 and AddAB inh 2.3.
Screening C=CCn1c(SCc2cc(=O)n3ccsc3n2)nc2sc(C)c(C)c2c1=O returned Ecoli viability -2.5 and AddAB inh -0.4.
For Clc1ccc(Cn2c(CN3CCCC3)nc3ccccc32)cc1 the results were Ecoli viability -2.6 and AddAB inh -3.4.
Screening COC(=O)c1ccc(CSCc2ccc(C#N)cc2)cc1 returned Ecoli viability -0.6 and AddAB inh 0.2.
`COc1cc(C[C@@H](CO)[C@H](CO)Cc2ccc(O)c(OC)c2)ccc1O` gave Ecoli viability -1.1 and AddAB inh -0.3.
`O=[N+]([O-])c1cccc(-c2nnc3ccccn23)c1` gave Ecoli viability 0.7 and AddAB inh 1.4.
For COC(=O)CCC(=O)OC1(C)C(=O)C2=CN(CCN3CCOCC3)C(c3ccc(OC)cc3)=CC2=C(Br)C1=O (stereo unspecified) the results were Ecoli viability -1.0 and AddAB inh 1.5.
Screening CN1CCN(c2nc3c(c(=O)n(C)c(=O)n3C)n2CCSc2nc3ccccc3s2)CC1 returned Ecoli viability 1.4 and AddAB inh -1.8.
`CC(=O)c1c2c3c(cccc3n(C)c1=O)C(=O)c1ccccc1-2` gave Ecoli viability 1.3 and AddAB inh -0.3.
`CC(C)(C)NC(=O)CN(Cc1ccc2c(c1)OCO2)C(=O)CNC(=O)c1cccs1` gave Ecoli viability 0.9 and AddAB inh 3.5.
`COc1ccc(CNC(=O)C/C(C)=N/NC(=O)c2cc(OC)cc(OC)c2)cc1` gave Ecoli viability 0.4 and AddAB inh 2.6.
CC1=NN(c2ccccc2)C(=O)C1N=Nc1ccc(C)cc1 (stereo unspecified) was read as Ecoli viability 0.6 and AddAB inh 3.1.
For O=C(O)CC12CSc3[nH]c(=O)sc3C1c1ccccc1OC2=O (stereo unspecified) the results were Ecoli viability -2.0 and AddAB inh 0.3.
COc1cccc(C(=O)COc2ccc3c(C)c(Cc4ccccc4)c(=O)oc3c2C)c1 was read as Ecoli viability 0.2 and AddAB inh -1.9.
For CC(=O)C1=C(C)NC(SCC(=O)c2ccc(-c3ccccc3)cc2)=C(C#N)C1c1cccnc1 (stereo unspecified) the results were Ecoli viability -1.6 and AddAB inh 1.1.
For CCN1CCc2c(OCC(=O)Nc3ccc4c(c3)OCCO4)cccc2C1=O the results were Ecoli viability 1.6 and AddAB inh 0.5.
`Cc1cccn2c(=O)c3cc(C#N)c(=N)n(Cc4ccncc4)c3nc12` gave Ecoli viability 0.9 and AddAB inh 1.9.
CC(C)(C)c1ccc(O)c(N)c1 was read as Ecoli viability 0.8 and AddAB inh -0.7.
`CCOc1ccc(N2C(=O)/C(=C/c3ccccn3)SC2=S)cc1` gave Ecoli viability -0.8 and AddAB inh -1.4.
Screening CCc1ccc(-c2csc(NC(=O)COC(=O)CCc3nc4ccccc4s3)n2)cc1 returned Ecoli viability -0.4 and AddAB inh -0.8.
Screening COc1cccc(C(=O)NC2CCN(CC(=O)Nc3c(C)cc(C)cc3C)CC2)c1 returned Ecoli viability 3.1 and AddAB inh 1.4.
`COc1cc2c(cc1OC)C(Cc1ccc(O)c(Oc3ccc(C[C@H]4c5cc(OC)c(OC)cc5CCN4C)cc3)c1)N(C)CC2` (stereo partly specified) gave Ecoli viability -2.0 and AddAB inh 0.6.
`Nc1nc(CSc2nc3ccccc3s2)nc(Nc2ccccc2)n1` gave Ecoli viability 0.2 and AddAB inh 3.0.
For CC(=O)OC1COC(OC2C(O)C(C)OC(OC3C(OC4CCC5(C)C(CCC6(C)C5CC=C5C7CC(C)(C)CCC7(C(=O)O)CCC56C)C4(C)CO)OCC(O)C3O)C2O)C(O)C1OC(C)=O (stereo unspecified) the results were Ecoli viability 0.2 and AddAB inh 4.7.
Cc1ccc(C)c(NC(=O)/C(C#N)=C/c2ccc(Sc3nncn3C)c([N+](=O)[O-])c2)c1 was read as Ecoli viability -2.1 and AddAB inh -0.3.
Cc1ccc(-c2ccc(SCC(=O)N3CCc4ccccc43)nn2)cc1 was read as Ecoli viability 1.0 and AddAB inh -1.7.
`COC(=O)c1ccc(C(=O)OC)c(N)c1` gave Ecoli viability -1.6 and AddAB inh 0.2.
For COc1ccc(O[C@H]2C=C[C@@H](c3ccccc3)O[C@@H]2COC(=O)CC/C(C)=N/OC[C@@H](O)COCc2ccco2)cc1 the results were Ecoli viability -1.0 and AddAB inh 1.4.
`Cn1c(=NC(=O)COc2ccccc2)sc2cc(F)cc(F)c21` gave Ecoli viability 1.0 and AddAB inh 0.9.
Screening c1cc2c(cc1OCCNC1CCCC1)CCC2 returned Ecoli viability 0.6 and AddAB inh 3.1.
Screening CC1CCC2(CC1)NC(=O)N(Cc1cc(=O)n3ccsc3n1)C2=O (stereo unspecified) returned Ecoli viability 1.0 and AddAB inh -0.6.
CN(C)S(=O)(=O)c1cccc(NC(=O)c2cnccn2)c1 was read as Ecoli viability 0.2 and AddAB inh 0.7.
Screening O=C1c2ccccc2C(=O)C12OC2c1ccc(Cl)cc1 (stereo unspecified) returned Ecoli viability -3.3 and AddAB inh 1.6.
For Cn1nc(OC(=O)Nc2ccc(Cl)cc2)cc1C(F)(F)F the results were Ecoli viability 0.7 and AddAB inh 5.5.
c1ccc2c(c1)nnn1c3ccccc3nc21 was read as Ecoli viability 4.6 and AddAB inh 6.8.
COc1ccc(C(=O)NCC(=O)OCn2nnc3ccccc3c2=O)cc1OC was read as Ecoli viability -0.9 and AddAB inh 2.3.
For O=C(O)CCN=C1CCc2ccccc2N1 the results were Ecoli viability -0.1 and AddAB inh 0.8.
N=c1oc2cc(O)ccc2cc1C(=O)Nc1ccccn1 was read as Ecoli viability 2.5 and AddAB inh 6.1.
`Cc1cc(C)c2c(=O)n(CC(=O)NCCCN3CCN(c4ccccc4F)CC3)sc2n1` gave Ecoli viability -0.2 and AddAB inh -3.2.
For O=C(CN1C(=O)/C(=C/c2c(F)cccc2Cl)Oc2ccccc21)NCc1ccco1 the results were Ecoli viability -1.5 and AddAB inh 4.0.
Cn1c(=O)c2c(ncn2CC(=O)N/N=C/C=C/c2ccccc2[N+](=O)[O-])n(C)c1=O was read as Ecoli viability 1.5 and AddAB inh 3.5.
`CCC(c1nnnn1C(C)(C)C)N(Cc1cccs1)Cc1cc2cc(C)c(C)cc2n2nnnc12` (stereo unspecified) gave Ecoli viability -0.6 and AddAB inh 3.0.
Screening CC1(C)C(=O)CC[C@@]2(C)[C@H]1CC[C@@]1(C)CC3=C(CC[C@@H]12)[C@@]1(C)CCC(=O)C(C)(C)[C@@H]1CC3 returned Ecoli viability -0.3 and AddAB inh 1.5.
`C/C(=N\NC(=O)c1ccc2nc[nH]c2c1)c1ccc([N+](=O)[O-])cc1` gave Ecoli viability -1.6 and AddAB inh -2.6.
CN(C)C(=O)NC(O)C(Cl)Cl (stereo unspecified) was read as Ecoli viability 0.3 and AddAB inh 1.9.
O=c1c2cc(N3CCOCC3)ccc2[nH]c(=S)n1CCCN1CCN(c2ccccc2F)CC1 was read as Ecoli viability -2.1 and AddAB inh 3.3.
For CC(C)N1CCC2(CC1)C(C#N)=C(N)NC(S)=C2C#N the results were Ecoli viability -3.7 and AddAB inh 0.1.
Screening Cn1c(=O)[nH]c(=O)c2c1nc(N1CCCCCC1)n2CCCSc1nnnn1-c1ccccc1 returned Ecoli viability 1.4 and AddAB inh 3.0.
For CC(C)(C)c1cc(O)c(C(C)(C)C)cc1O the results were Ecoli viability 0.9 and AddAB inh 2.3.
COc1ccc2c(c1)O[C@H](c1ccc3c(c1)OCO3)[C@@H](OC(=O)N[C@H](C)C1CCCCC1)C2=O was read as Ecoli viability 0.3 and AddAB inh 2.1.
Screening COc1cc(/C=C2/C(=N)N3C(=NC2=O)SN=C3S(=O)(=O)C(C)C)ccc1OS(=O)(=O)c1ccccc1 returned Ecoli viability 1.6 and AddAB inh 3.5.
`O=C(Nc1cc(Cl)cc(Cl)c1)C(NCCCO)c1ccccc1` (stereo unspecified) gave Ecoli viability -1.7 and AddAB inh 0.1.
Screening O=c1oc2ccccc2cc1-c1csc(Nc2nc3ccc(F)cc3s2)n1 returned Ecoli viability 0.5 and AddAB inh 1.5.
`COc1ccc(N2CCN(C(=O)c3ccc4c(c3)NC(=O)C(CSCc3c(F)cccc3Cl)N4)CC2)cc1` (stereo unspecified) gave Ecoli viability -0.4 and AddAB inh 0.3.
CCCCCCCC(=O)N/N=C(\C)c1ccc(N)cc1 was read as Ecoli viability -1.4 and AddAB inh 2.3.
`Cc1nc2c(c(=O)n1CCC(C)C)c1nc3ccccc3nc1n2Cc1ccc2c(c1)OCO2` gave Ecoli viability -0.3 and AddAB inh -0.9.
`COc1ccc(/C(C)=N/Nc2cc(C(F)(F)F)ccc2Cl)c(OC)c1` gave Ecoli viability -1.0 and AddAB inh 3.5.
